LYP inhibition = PTPN22 lymphoid phosphatase activity blockers – biochemical, fluorescence intensity, uHTS (AID 1779); recombinant LYP phosphatase, fluorescence intensity; higher % means a stronger effect; inhibition, % at 11.5 µM, or IC50 in µM where a hit was titrated; 290,000 compounds, 0.054% hits; in the data active means inhibition above about 50%;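 further: plate controls were vehicle with enzyme for no effect and no enzyme for full effect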
Myeloid diff 2 = promotes myeloid progenitor differentiation | ER-HoxA9 myeloid progenitors, lysozyme-GFP differentiation, flow cytometry | calls only at 10 µM | 360,000 compounds, 1% hits | AID 624256;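 active means normalized GFP-positive differentiation at or above the plate's own cutoff, the solvent-only control mean plus 3 SD; inconclusive means no clear call, values can overlap the other calls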;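 further: cells exposed to compound for four days before flow analysis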
GPR35 antagonists = inhibition of zaprinast-stimulated GPR35 beta-arrestin translocation – imaging, U2OS, beta-arrestin-GFP, zaprinast agonist, primary screen (AID 2058); U2OS GPR35 beta-arrestin-GFP translocation imaging, zaprinast antagonism; higher % means a stronger effect; 290,000 compounds, 0.052% hits; inhibition, % at 10 µM; hits with a dose series show IC50 in µM;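 active means inhibition of at least 50% with at least 30 cells and total cytoplasm GFP at most 10,000,000; inconclusive means under 30 cells or total GFP of 10,000,000 plus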
HIV peptide binding = inhibitors of HIV fusion peptide binding, primary screen, biochemical, uHTS, fluorescence dequenching (AID 1986); inhibition, % at 20 µM, or IC50 in µM where a hit was titrated; cell-free peptide binding, fluorescence dequenching, 30 min; higher % means a stronger effect; 290,000 compounds, 0.3% hits; in the data active means inhibition mostly above about 52%, no sharp cut-off; inactive means mostly below about 76%; further: some results filed as inactive read as strong as hits
Salmonella PhoP GFP = PhoP-dependent GFP reporter repression – Salmonella Typhimurium, primary screen (AID 1863). S. Typhimurium PhoP-regulated promoter GFP reporter, 4 h; higher % means a stronger effect. one-dose inhibition, % at 50 µM; IC50 in µM for titrated hits. 300,000 compounds, 0.16% hits;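 active means inhibition over 29.93%, a cutoff 3 SD above the screen mean, later confirmed by dose response; inconclusive means inhibition over 29.93% but no dose response follow-up; inactive means inhibition at most 29.93% or unconfirmed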;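 further: 0% = low Mg2+ inducing control and 100% = high Mg2+ repressing control; strong numbers were not always called active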
GPR55 antagonists = GPR55 antagonists blocking LPI-driven arrestin recruitment, primary screen, imaging, U2OS, beta-arrestin-GFP, LPI agonist (AID 2013); 290,000 compounds, 0.13% hits; U2OS GPR55 beta-arrestin-GFP translocation imaging, LPI antagonism; higher % means a stronger effect; inhibition, % at 10 µM, or IC50 in µM where a hit was titrated;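 active means spots per cell inhibited over 60%, with over 100 cells counted and total cytoplasm intensity under 500,000; inconclusive means wells with under 100 cells, flagged as likely toxic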;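 further: U2OS cells stably carrying GPR55 and arrestin-GFP stimulated by 5 µM LPI near EC80; imaged beta-arrestin-GFP aggregate spots per cell after agonist stimulation; plate controls were LPI-stimulated DMSO wells for no effect and DMSO wells without LPI for full effect; some results filed as inactive read as strong as hits; confirmed hits need IC50 under 10 µM and bright autofluorescent wells are also inconclusive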
SIAH1 antagonists = blockers of Siah-1 interaction with plectin peptide – biochemical, fluorescence polarization, rhodamine-plectin, uHTS, primary screen (AID 1817) | Siah-1 / rhodamine-plectin peptide fluorescence polarization; higher % means a stronger effect | one-dose displacement, % at 20 µM; IC50 in µM for titrated hits | 290,000 compounds, 0.02% hits;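 active means displacement of at least 50% at 20 µM, with a fluorescence ratio check between 0.3 and a set limit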;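 further: plate controls were Siah plus tracer with DMSO for no effect and tracer alone without Siah for full effect; strong numbers were not always called active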
Rac1 GTP hydrolysis = MgcRacGAP GTPase-activating activity inhibitors, confirmation, biochemical, ADP Hunter fluorescence. AID 624330. MgcRacGAP-stimulated Rac1 GTP hydrolysis, ADP Hunter fluorescence; higher % means a stronger effect; GST-tagged Rac1 F28L mutant substrate. inhibition, % at 30 µM; hits with a dose series show IC50 in µM. 340,000 compounds, 0.6% hits;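 active means first-screen hits whose inhibition reached a set limit at any dose in the follow-up dose series; inconclusive means inhibition above the set first-screen limit but never retested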;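 further: fluorescence reports GDP produced by GAP-driven GTP hydrolysis; strong numbers were not always called active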
NTR1 ag = agonists of NTR1, primary screen, imaging, U2OS cells, beta-arrestin-GFP, high content (AID 493036); P30989; NTR1-U2OS beta-arrestin-GFP spot imaging, agonist mode; activation, % at 20 µM; 330,000 compounds, 0.17% hits;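 active means activation at or above 40% of the spot to cytoplasm intensity ratio, with at least 20 cells analyzed; inconclusive means wells under 20 cells, flagged as cytotoxic or low count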;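 further: 0% = DMSO without peptide and 100% = 100 nM NTR1 peptide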
Target sequence (P30989 whole entry, looked up): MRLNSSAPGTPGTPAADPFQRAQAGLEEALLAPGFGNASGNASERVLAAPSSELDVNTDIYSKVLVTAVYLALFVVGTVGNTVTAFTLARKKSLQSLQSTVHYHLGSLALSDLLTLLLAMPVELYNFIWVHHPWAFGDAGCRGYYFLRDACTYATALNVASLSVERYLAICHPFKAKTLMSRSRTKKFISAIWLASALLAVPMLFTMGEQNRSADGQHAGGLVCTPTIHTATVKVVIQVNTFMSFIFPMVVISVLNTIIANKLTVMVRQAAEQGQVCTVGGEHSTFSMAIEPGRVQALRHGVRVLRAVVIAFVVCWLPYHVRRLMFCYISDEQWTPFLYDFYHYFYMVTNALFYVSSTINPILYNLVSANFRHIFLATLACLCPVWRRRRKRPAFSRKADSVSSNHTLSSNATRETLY
NTR1 ag cell count 20 µM = recorded beside NTR1 ag, whose call it bears; cell count; measured here: cell count, cytotoxicity flag
Myeloid diff 2 GFP+ MAC1+ % = also measured in Myeloid diff 2; calls as there; GFP+ MAC1+ double positive, %; measured here: differentiation confirmed by MAC1 staining
* marks the source's active call; other numbers are inactive results; i = inactive; ? = inconclusive; / = no result given. The order is random. Share with any hit: about 2.4%.

SMILES | LYP inhibition | Myeloid diff 2 | Myeloid diff 2 GFP+ MAC1+ % | GPR35 antagonists | HIV peptide binding | Salmonella PhoP GFP | GPR55 antagonists | SIAH1 antagonists | Rac1 GTP hydrolysis | NTR1 ag | NTR1 ag cell count 20 µM
CCCCN1C(=O)c2ccc(C(=O)Nc3cccc(C)c3C)cc2C1=O | -5% | i | 0.7 | 10% | 2.0% | -4% | 3% | 2% | 5% | 2.6 | 60
COc1ccccc1N(CC(=O)NCC1CCCO1)C(=O)CNS(=O)(=O)c1ccccc1 (centres undefined) | -12% | i | 0.7 | -2% | 0.3% | -7% | 4% | 2% | 7% | 1.3 | 47
CCOC(=O)N1CCN(c2cc(=O)n(-c3ccccc3Cl)c(=O)[nH]2)CC1 | -10% | i | 2.7 | 4% | 0.7% | 3% | 13% | 9% | 11% | -4.4 | 47
COc1cccc(CNC(=S)Nc2cc(C)ccc2C)c1 | 8% | i | 0.2 | 14% | -1.8% | -9% | -1% | 0% | 7% | -0.6 | 32
Cc1cccc(OCC(=O)Nc2ccccc2N2CCN(C)CC2)c1 | -8% | i | 1.4 | 1% | -0.5% | 1% | -2% | -4% | 4% | -0.7 | 46
CCOC(=O)C1=C(C)Nc2nc(C)nn2C1c1ccc(OC)c(OC)c1 (centres undefined) | -4% | i | 1.1 | -8% | -0.6% | 3% | 8% | 0% | 6% | 2.8 | 65
COc1ccc(N/C(C)=C2/C(=O)C(=O)N(CCO)C2c2ccc([N+](=O)[O-])cc2)cc1 (centres undefined) | -5% | i | 0.9 | -3% | -2.1% | -12% | 9% | -1% | 4% | -0.6 | 49
CCC(=O)Nc1ccc(/C(C)=N\NC(=O)c2ccc(C)s2)cc1 | -3% | i | 1.3 | 1% | -0.3% | -10% | 3% | 4% | 4% | -2.9 | 29
O=C(COC(=O)C1(c2ccc(F)cc2)CCCC1)Nc1ncc(C(F)(F)F)cc1Cl | -3% | i | 0.6 | 14% | 2.9% | 3% | 10% | -2% | 9% | 4.9 | 81
Cc1cc(C(=O)COC(=O)c2n[nH]c3ccccc23)c(C)n1C | 0% | i | 2.2 | 12% | 0.9% | 5% | 5% | 4% | 6% | -0.1 | 69
Cc1cccc(NC(=O)CCCSc2nc3ccccc3[nH]2)c1 | -6% | i | 1.0 | -10% | 0.8% | 22% | 2% | 1% | -30% | -1.5 | 72
O=C1c2ccccc2C(=O)N1c1n[nH]c(CCc2ccccc2)n1 | -11% | i | 1.1 | 0% | -1.8% | 0% | 0% | -1% | 3% | 0.5 | 47
CCC/C(=N\NC(=O)CNC(=O)c1ccc(Cl)cc1)c1ccccc1 | -2% | i | 0.4 | 2% | -0.5% | -2% | 3% | 11% | 4% | 1.1 | 33
COc1ccc(S(=O)(=O)NCCOc2ccccc2)cc1F | -11% | i | 0.7 | -2% | 0.4% | 10% | -6% | 9% | 5% | 0.5 | 59
Cc1ccccc1C(=O)Nc1ccc(C(=O)N/N=C/c2ccc(O)cc2)cc1 | -4% | i | 0.9 | 18% | 0.2% | 5% | 6% | 1% | ? | -1.3 | 53
COc1cc(/C=C/C(=O)N2CCN(c3n[nH]c(=O)[nH]c3=O)CC2)cc(OC)c1OC | 0% | i | 0.5 | 4% | 2.4% | -1% | -3% | 3% | -4% | 0.8 | 49
COC(=O)CN1C(=O)NC2(CCCc3ccccc32)C1=O (centres undefined) | -4% | i | 0.4 | 5% | -0.2% | 10% | 0% | 5% | 4% | 0.1 | 80
COc1cc(CCC(=O)OCC(=O)Nc2ccc(C)cc2Cl)cc(OC)c1OC | -9% | i | 0.9 | 5% | -2.2% | 8% | 0% | 0% | 2% | 2.2 | 49
CC(C)C(=O)Nc1ccc(C(=O)NNC(=O)CCc2ccccc2)cc1 | -11% | i | 1.3 | -4% | -1.8% | -15% | -7% | -7% | 10% | -0.8 | 35
COc1ccc2c(c1)C1=NN(/C(C)=C/C(C)=O)C(c3ccc(F)cc3)C1CC2 (centres undefined) | 5% | i | 0.7 | 2% | 2.4% | -5% | 16% | 2% | 2% | 6.7 | 78
CC1(C)CC(=O)c2cnc(N3CCc4ccccc4C3)nc2C1 | -7% | i | 7.0 | 14% | 7.3% | 5% | 6% | -2% | 2% | 22 | 45
Cc1ccc(C(=O)Nc2ccc3c(c2)OCCO3)cc1 | -9% | i | 0.4 | -7% | 0.3% | 2% | 6% | 4% | 9% | -1.0 | 63
CCC(CO)NC1=C([N+](=O)[O-])C(=O)CC(C)(C)C1 (centres undefined) | -7% | i | 0.3 | 14% | 0.1% | 15% | 0% | 1% | 6% | 0.5 | 48
O=C(NCCCN1CCOCC1)c1ccc2c(c1)N(Cc1ccccc1F)C(=O)c1ccccc1S2=O (centres undefined) | -10% | i | 0.3 | 2% | -2.2% | 5% | 0% | -3% | -2% | 1.2 | 55
Nc1ccc(-n2nncc2-c2ccc(Cl)cc2)cc1 | -3% | i | 2.9 | -12% | 1.9% | 8% | 15% | -1% | 4% | 7.6 | 51
Cc1nn2c(-c3ccc(Cl)cc3)ccnc2c1-c1ccccc1 | -4% | i | 0.2 | 11% | 0.1% | -10% | -2% | 0% | 4% | / | /
COc1ccc(OC)c(C(C(=O)NC2CCCCC2)N(Cc2ccco2)C(=O)c2ccccn2)c1 (centres undefined) | -6% | i | 3.1 | -8% | 0.0% | 3% | 7% | -2% | 7% | 0.7 | 45
Cc1ccc(S(=O)(=O)N2CCC(C(=O)NCC3CCCO3)CC2)cc1 (centres undefined) | -7% | i | 5.9 | -4% | 2.5% | 3% | 2% | 3% | 6% | -2.0 | 45
O=[N+]([O-])c1cccc(-c2ccc(/C=N/NC(=S)NCc3ccco3)o2)c1 | 12% | i | 0.9 | -6% | -1.2% | -1% | 0% | -3% | 6% | 4.9 | 42
O=Cc1cc2cc3c(cc2nc1Cl)OCCO3 | -6% | / | / | -8% | 0.5% | 3% | -4% | -3% | / | 0.6 | 39
CC(CCc1ccccc1)NC(=O)c1ccccc1C(=O)O (centres undefined) | -1% | / | / | -9% | -0.7% | -3% | 0% | 1% | 5% | 0.7 | 80
CN1CCn2c1nc(N1CCOCC1)nc2=O | 3% | i | 2.0 | 9% | 2.8% | -2% | 1% | 1% | 4% | 0.4 | 72
O=C(NCc1ccc2c(c1)OCO2)c1sccc1Br | -3% | i | 0.5 | -13% | -0.4% | -6% | 20% | 5% | 7% | 1.6 | 66
Cc1cc(-c2csc(N)n2)c(C)n1Cc1ccccc1 | -4% | i | 0.7 | -3% | 48% | -7% | 8% | 44% | 1% | -0.6 | 49
CSc1ccc(/C=C(\NC(=O)c2ccccc2)C(=O)NN)cc1 | -2% | i | 0.4 | 7% | -2.0% | -7% | 11% | -4% | 12% | -0.2 | 39
CC1=NN(c2ccc(Cl)cc2)C(=O)C1C(c1cccc(O)c1)c1c(C)[nH]n(-c2ccc(Cl)cc2)c1=O (centres undefined) | 6% | i | 0.2 | -32% | 49% | 40% | -4% | -1% | 17% | 2.1 | 61
CCCn1c(SCC(=O)NC2CCCCC2)nnc1C1CC1 | -2% | i | 1.1 | -6% | 1.9% | -7% | 17% | 1% | 12% | -0.2 | 52
COc1ccc(NC(=O)c2ccccc2O)c(OC)c1 | -10% | i | 0.4 | 5% | 0.0% | 1% | 12% | -2% | 9% | 0.9 | 57
CCSc1nnc(N)s1 | -8% | i | 0.5 | 5% | 2.1% | 1% | 2% | 4% | 9% | 0.7 | 88
CN(C)CCOC(=O)NCC12CC3CC(CC(C3)C1)C2 | -9% | i | 0.4 | -4% | -1.3% | 2% | -4% | -6% | 4% | -0.8 | 45
O=C(NN1C(=O)/C(=C/c2ccc(O)c([N+](=O)[O-])c2)SC1=S)c1ccccc1Cl | 8% | i | 0.6 | -11% | 28µM* | -2% | 6% | 1% | 14% | -0.6 | 41
CCCCNC(=O)OCC(CC)NC(=O)OCC(C)C (centres undefined) | -6% | i | 0.9 | 5% | 3.0% | 9% | 14% | 0% | 5% | 0.3 | 80
O=C(O)CC1(CC(=O)NCc2ccc(C(F)(F)F)cc2)CCCCC1 | -2% | i | 1.2 | -4% | -1.6% | -8% | -4% | 17% | 0% | -0.5 | 40
O=C(Nc1ccnn1C1CCN(C2CCC2)CC1)c1ccccc1Cl | -12% | i | 0.9 | -13% | 0.2% | 5% | 32% | 1% | 5% | -1.0 | 73
COc1ccc(C(C)=O)cc1CSc1nc2ccccc2o1 | 0% | i | 1.1 | -4% | 1.6% | -1% | 0% | 4% | 2% | 1.1 | 34
Cc1ccc(C)c(N(CC(=O)NCCc2ccccc2)C(=O)CCC(=O)Nc2ccccn2)c1 | -6% | i | 0.3 | 6% | 0.0% | 1% | 2% | 1% | 4% | -0.8 | 64
Cc1ccc(Oc2ncc(-c3ccc(Cl)cc3)cn2)cc1 | -6% | i | 1.2 | 1% | -2.0% | -6% | 2% | -2% | 8% | 0.6 | 51
CCn1c(NCc2ccc3c(c2)OCO3)nc2ccccc21 | -8% | i | 1.9 | 4% | 2.6% | 10% | 14% | 2% | 1% | -1.5 | 70
Cc1nc2ccccc2c(=O)n1NC(=O)COc1ccccc1 | 4% | i | 0.5 | -4% | -1.0% | 2% | -4% | -2% | 11% | 1.6 | 33
Cc1nn(CC(O)Cn2cnc3c2c(=O)n(C)c(=O)n3C)c(C)c1Br (centres undefined) | -9% | i | 0.5 | -7% | -0.4% | -7% | 6% | 1% | 2% | 0.0 | 60
Cc1ccc(-c2ccc(CCC(=O)O)o2)cc1 | -4% | i | 6.0 | 16% | 2.7% | 16% | 5% | 8% | 7% | 0.3 | 57
COc1cc(C(F)(F)F)c(C(=O)N(C)c2ccc(Cl)cc2)cn1 | -4% | i | 0.7 | -6% | 0.8% | -3% | 6% | 2% | 0% | -0.6 | 40
CCOC(=O)Cc1csc2nc(-c3ccccc3)nn12 | -3% | i | 0.2 | 10% | -0.1% | 4% | 0% | 6% | 1% | 0.2 | 91

Screening data: PubChem, several laboratories
